Bioassay records: PubChem, The Scripps Research Institute Molecular Screening Center
DDE Tn7 FP inh: inhibitors of Tn7 peptide binding to human fibrin DD(E); inhibition, % at 8.3 µM; 370,000 compounds, 0.13% hits; AID 720508; FP displacement of FITC-Tn7 peptide from fibrin DD(E); 0% = median of compound wells per plate;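 active means inhibition above the mean of compounds falling within the control limits plus 3 SD of them, cut at about 14% in these data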;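 further: 0% = plate median of compound wells and 100% = 10 µM Aha-Tn7 peptide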
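Assay system: Human clot-derived fibrin DD(E) complex | Buffer or medium: Tris/NaCl/CaCl2 buffer, pH 7.8 | Repeats: One replicate per compound | Benchmarks: Aha-Tn7 high control | Measure: % inhibition scaled between sample-field median and high-control FP | Schedule: 10 min plus 3 h, room temperature | Signal: Fluorescence polarization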
UHRF1 MBD2 ctr: human UHRF1 methylated DNA binding inhibitors; Q96T88; UHRF1 binding to methylated oligo, TR-FRET; inhibition, % at 4.4 µM; 370,000 compounds, 0.75% hits; in the data active means inhibition above about 21%;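 further: UHRF1 SRA domain binding a hemimethylated CpG hairpin DNA probe; 0% = median of test compound wells and 100% = reference inhibitor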
MBD2 DNA inh: inhibitors of human MBD2 binding to methylated oligonucleotide; Q9UBB5; TR-FRET; inhibition, % at 4.4 µM; 370,000 compounds, 0.31% hits; in the data active means inhibition above about 13%
Target sequence (Q9UBB5 whole entry, looked up): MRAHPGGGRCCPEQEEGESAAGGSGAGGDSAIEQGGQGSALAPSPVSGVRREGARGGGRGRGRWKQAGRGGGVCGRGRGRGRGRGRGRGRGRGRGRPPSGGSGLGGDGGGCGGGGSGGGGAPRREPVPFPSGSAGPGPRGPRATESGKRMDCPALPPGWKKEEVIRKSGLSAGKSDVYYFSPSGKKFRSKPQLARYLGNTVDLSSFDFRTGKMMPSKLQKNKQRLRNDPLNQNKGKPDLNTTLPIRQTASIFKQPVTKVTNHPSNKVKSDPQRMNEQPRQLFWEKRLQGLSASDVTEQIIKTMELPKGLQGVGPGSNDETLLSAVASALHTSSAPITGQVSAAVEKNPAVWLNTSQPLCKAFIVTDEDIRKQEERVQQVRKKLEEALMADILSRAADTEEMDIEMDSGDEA
SIAE primary: inhibitors of human sialic acid acetylesterase SIAE | AID 1053197 | Q9HAT2 | SIAE FP-Rh probe binding, fluorescence polarization | inhibition, % at 9.66 µM | 370,000 compounds, 0.69% hits;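 active means inhibition above a cutoff: mean of compounds within the control limits plus 3 SD of those, cut at about 17% in these data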;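 further: 0% = plate median of compound wells and 100% = probe without SIAE protein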
LEDGF integ inh: blocks HIV-1 LEDGF/p75-dependent DNA integration; 370,000 compounds, 0.64% hits; TR-FRET IN-LEDGF/p75 DNA integration, Eu/Cy5; inhibition, % at 3.7 µM; AID 743269;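 active means inhibition above the screen-wide mean plus 3 SD, cut at about 13% in these data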;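 further: signal is the Cy5 over europium emission ratio at 671 and 618 nm; 0% = plate median of compound wells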
Tn6 DDE FP: disrupts Tn6 cyclic peptide binding to fibrin D-Dimer-E complex. P02675. Fibrin DD(E) TRITC-Tn6 fluorescence polarization displacement. inhibition, % at 8.3 µM. 370,000 compounds, 0.21% hits;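 active means inhibition above a per-campaign cutoff: mean of compounds within control limits plus 3 SD, cut at about 15% in these data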;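 further: 0% = median of all compound wells on the plate and 100% = blocking peptide control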
TDP2 inh: TDP2 (human) inhibition, absorbance primary screen. AID 720702. 370,000 compounds, 0.34% hits. recombinant TDP2, T5PNP hydrolysis, p-nitrophenol absorbance 415 nm. inhibition, % at 12.8 µM;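 active means inhibition above the mean of all tested compounds plus 3 SD, set per campaign, cut at about 25% in these data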;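 further: 0% = DMSO with enzyme and 100% = buffer with substrate but no TDP2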
Target sequence (O95551 whole entry, looked up): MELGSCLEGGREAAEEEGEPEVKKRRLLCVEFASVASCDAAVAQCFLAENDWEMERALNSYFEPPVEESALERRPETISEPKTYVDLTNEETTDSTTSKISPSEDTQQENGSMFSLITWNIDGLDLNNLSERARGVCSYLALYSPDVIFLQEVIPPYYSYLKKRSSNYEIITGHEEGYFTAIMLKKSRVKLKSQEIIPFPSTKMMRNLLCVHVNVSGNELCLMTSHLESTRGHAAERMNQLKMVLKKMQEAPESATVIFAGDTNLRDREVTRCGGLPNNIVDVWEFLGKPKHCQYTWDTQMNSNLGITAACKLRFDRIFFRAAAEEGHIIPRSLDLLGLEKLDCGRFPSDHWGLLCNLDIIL
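Material: recombinant human TDP2; quantity: TDP2 enzyme at 120 nM final; medium: Tris-HCl pH 7.5 with MgCl2; compound: single concentration, 12.8 µM nominal, with 1% DMSO; incubation: 2 h enzyme incubation at 37 °C; signal: epi absorbance; measure: percent inhibition; benchmarks: high control without enzyme, low control DMSO plus TDP2; repeats: singlicate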
TCR CD3 inh: blocks the human TCR-CD3 interaction; inhibition, % at 9.4 µM; 360,000 compounds, 0.37% hits; TAMRA-labeled TCR probe fluorescence, biochemical; in the data active means inhibition above about 19%;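 further: recombinant mutant TCR 2C K166C tagged with TAMRA read by polarization; 0% = receptor in buffer alone and 100% = receptor with positive control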
PRMT1 FP inh: blocks human protein arginine methyltransferase 1; inhibition, % at 2.79 µM; AID 652257; recombinant PRMT1, activity-based probe fluorescence polarization; 370,000 compounds, 1.3% hits; Q99873;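 active means inhibition above about 21% made by adding two undisclosed values, limit read from the data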
proKLK7 act: activates the human kallikrein-7 zymogen | activation, % at 7 µM | 370,000 compounds, 0.9% hits | P49862 | purified proKLK7, EDANS-DABCYL substrate fluorescence; 100% is mature enzyme control, 0% vehicle;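 active means activation above the mean of all tested compounds plus 3 SD, computed per campaign excluding outliers beyond control limits, cut at about 13% in these data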
Target sequence (P49862 whole entry, looked up): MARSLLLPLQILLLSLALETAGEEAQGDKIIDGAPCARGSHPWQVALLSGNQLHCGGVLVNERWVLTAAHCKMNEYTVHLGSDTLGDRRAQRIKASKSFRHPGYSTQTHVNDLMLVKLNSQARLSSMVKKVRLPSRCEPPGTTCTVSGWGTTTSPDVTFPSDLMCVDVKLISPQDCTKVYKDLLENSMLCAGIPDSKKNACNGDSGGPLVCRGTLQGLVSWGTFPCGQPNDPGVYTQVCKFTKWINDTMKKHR
Numbers without * were called inactive.

SMILES	DDE Tn7 FP inh	UHRF1 MBD2 ctr	MBD2 DNA inh	SIAE primary	LEDGF integ inh	Tn6 DDE FP	TDP2 inh	TCR CD3 inh	PRMT1 FP inh	proKLK7 act
C/C=C/C(=O)N1c2ccc(C)cc2C(C)=CC1(C)C	-1	3	3	0	-2	8	-12	-2	5	-0.7
Fc1cccc(NC(=S)NNc2ccccc2)c1	8	1	4	-1	2	7	-2	1	10	0.1
Cc1cc(C)c2c(c1)NC(=O)C2(O)CC(=O)c1cccs1 (stereo not given)	-4	-1	-4	-1	1	-1	2	-4	-2	-0.2
CCN(CC)c1ccc(NC(=O)c2ccc3c(c2)OCO3)cc1	-5	-3	1	4	-5	1	-1	1	-6	-0.1
Cc1ccc(CCNC(=O)CN(C)S(=O)(=O)c2cnc[nH]2)cc1	7	0	-2	-6	-1	7	-1	5	0	-0.2
CNC(=S)NNC(=O)c1noc(C)c1C(=O)N1CCN(C(c2ccccc2)c2ccccc2)CC1	-5	2	1	-10	0	3	-14	2	-2	-0.2
COc1cccc(CNC(=O)CN2C(=O)CSc3ccc(S(=O)(=O)N4CCOCC4)cc32)c1	3	0	-5	4	-1	6	7	-8	0	0.3
Cc1cc(C)cc(C(=O)NCC(=O)OCC(=O)NCc2ccco2)c1	-2	-3	-2	-1	2	2	-3	-1	0	0.2
COc1ccc(/C=C2\SC(=O)N(CCNC(=O)Cn3[nH]c(=O)c4ccccc4c3=O)C2=O)cc1	-3	-3	-2	-2	1	1	-5	0	-7	-0.7
Cc1onc(-c2c(F)cccc2Cl)c1C(=O)NC(=S)NC1CCS(=O)(=O)C1 (stereo not given)	-5	-1	3	-2	2	5	-10	3	2	-0.5
CCCC[C@@H]1CNCCN1CCCc1cc(OC)c(OC)c(OC)c1	-2	3	3	3	2	-7	2	3	0	0.1
CN(C)S(=O)(=O)c1cccc(C(=O)Nc2cc(S(=O)(=O)N3CCOCC3)ccc2N2CCCC2)c1	1	2	-2	6	4	-4	1	4	10	0.2
COC(=O)CSc1nnc(CNC(=O)c2ccc(S(=O)(=O)N3CCOCC3)cc2)n1C	1	8	0	-7	-4	-10	-2	-2	2	0.0
c1ccc(OCc2nnc3n2N=C(c2ccccc2)CS3)cc1	-6	-4	1	1	4	2	-14	5	5	-0.3
COc1ccc(-c2noc(N3CCC(C(=O)Nc4ccccc4Cl)CC3)n2)cc1	1	1	-8	1	2	-6	1	-1	0	0.4
Cc1ccc(NC2=NC(=S)N(CC#N)C23CCCCC3)cc1	2	-3	-5	1	-2	4	10	4	-2	1.1
COc1ccc(N2CC(C(=O)Nc3nnc(SCC(=O)N4CCCC4)s3)CC2=O)cc1 (stereo not given)	5	1	10	9	-3	-6	2	3	9	0.2
Cc1ccc(C(C)C)c(OCC(=O)NNC2=CC(=O)CC(C)(C)C2)c1	1	-1	-6	6	1	3	-13	2	-4	-0.7
O=C(CSc1nc2ccccc2s1)NCCCN1CCOCC1	-4	0	0	1	-1	1	0	10	1	0.3
Cc1nn(-c2ccccc2)c(C)c1/C=C/C(=O)OCC(=O)N(C)C1CCS(=O)(=O)C1 (stereo not given)	6	1	4	-6	-3	0	-1	-6	3	0.3
COc1ccc(Cl)cc1S(=O)(=O)N1CCN=C1C	3	0	1	4	-1	9	4	6	-3	0.6
CC(C)c1nc2sc3c(SCC(=O)NCc4ccco4)ncnc3c2c2c1CCC2	6	1	2	-1	1	-6	0	-7	1	-0.5
COc1ccc(N(C)S(=O)(=O)c2cccc(C(=O)Nc3cccc(C(=O)NC4CC4)c3)c2)cc1	2	-2	-1	-39	1	-3	3	-3	4	0.0
COC(=O)c1ccc2nc(-c3cccc(Br)c3)c(Cc3ccc(OC)cc3C)n2c1	-3	21*	15*	0	0	1	-3	-1	0	-0.5
CC1CCN(C(=O)CS(=O)(=O)Cc2ccccc2)CC1	-3	1	-3	-8	-3	-5	2	1	1	-0.1

The final 2 compounds of the part before are carried over, then new ones follow.
SMILES	DDE Tn7 FP inh	UHRF1 MBD2 ctr	MBD2 DNA inh	SIAE primary	LEDGF integ inh	Tn6 DDE FP	TDP2 inh	TCR CD3 inh	PRMT1 FP inh	proKLK7 act
COC(=O)c1ccc2nc(-c3cccc(Br)c3)c(Cc3ccc(OC)cc3C)n2c1	-3	21*	15*	0	0	1	-3	-1	0	-0.5
CC1CCN(C(=O)CS(=O)(=O)Cc2ccccc2)CC1	-3	1	-3	-8	-3	-5	2	1	1	-0.1
O=C(c1cc(-c2cccc(Cl)c2)on1)N1CCCCCC1	-2	11	3	-1	-3	5	-14	-8	10	0.8
CC1NC(C)c2c(ccc3ccccc23)O1 (stereo not given)	12	0	-2	-1	-1	-4	4	-4	1	-5.5
CCOc1ccc(NC(=O)COc2ccc3c(c2)OCO3)cc1	1	-1	-1	8	-4	6	-10	0	0	-0.4
C#CC1(NC(=S)Nc2cccc(OC)c2)CCCCC1	-3	0	2	5	2	4	-13	-11	5	-0.9
O=C(NC1(C(F)(F)F)NC(=O)N(CC2CCCCC2)C1=O)c1ccco1 (stereo not given)	-5	4	-2	6	-3	3	5	3	-2	0.1
CC(C)CC(=O)N1CCN(C(=O)c2ccco2)CC1	-4	5	3	-2	2	0	-8	-5	-3	-0.3
CCC1(CC)N([O-])C(C)=C(c2ccccc2)[N+]1=O	-3	9	2	1	2	0	-4	-4	-1	-0.1
O=C(N/C=N/OCc1ccc(Cl)cc1Cl)NOCc1c(Cl)cccc1Cl	-12	2	-4	-11	0	6	4	-2	-3	0.3
COc1ccc(CSCCc2n[nH]c(=S)n2-c2ccccc2)cc1	-5	2	0	-2	4	1	-6	2	0	0.1
CCN(C(=O)CSc1nc2ccccc2c(=O)n1-c1ccccc1F)C1CCS(=O)(=O)C1 (stereo not given)	-7	-2	6	-3	0	-7	-6	2	-7	-0.2
CCc1cccc(NC(=O)CN(C)C2=NS(=O)(=O)c3ccccc32)c1	2	1	-1	3	1	0	4	-2	-2	0.5
O=C(NC(=S)Nc1ccccc1)c1cc(-c2ccccc2)nc2ccccc12	5	1	0	-31	-2	21*	-12	3	0	-0.4
COc1cc(OC)cc(C(=O)NC(C(=O)NCCc2ccccn2)C(C)C)c1 (stereo not given)	-4	1	0	-5	3	5	2	5	-2	-0.8
O=C(N/N=C/c1cc(Br)c(Br)o1)C(O)c1ccccc1 (stereo not given)	-3	-4	-4	0	-1	3	-12	2	5	-0.4
COc1ccc(NC(=O)C2CC3C=CC2C3)c([N+](=O)[O-])c1 (stereo not given)	0	1	-11	7	1	0	-2	-8	2	-0.4
CC(c1ccccc1)N1C(=O)c2ccc(C(=O)Nc3ccccc3C(=O)O)cc2C1=O (stereo not given)	-3	6	-2	-35	3	-4	-7	-7	2	-0.1
Cc1cc(Cl)ccc1OCC(=O)NNC(=O)C1CCCO1 (stereo not given)	0	0	0	-3	0	11	-1	1	-1	0.1
CCn1c(COc2c(C)cccc2C)nnc1SCC(=O)N1CCN(c2ccccc2)CC1	6	-1	-2	3	0	-4	-7	-4	-1	0.3
CCCc1[nH]nc2c1C1(CCN(C(=O)OCc3ccccc3)CC1)C(C#N)=C(N)O2	4	-3	-1	-5	-5	2	-1	4	0	-0.2
COc1ccc(NS(=O)(=O)c2cccc(C(=O)NNC(=O)NCCCl)c2)cc1	7	2	0	6	7	-7	-3	2	-1	0.0
Cn1c(Cc2ccccc2)nnc1SCCC(=O)Nc1ccccc1	-4	-1	-1	2	-2	1	8	4	1	0.2
CCCc1c(C(=O)Nc2ccc(C(F)(F)F)cc2)cnn1-c1ccccc1	4	-1	-6	1	7	-3	-13	1	-7	-0.4
CCOc1ccc(-c2nnc3ccc(SCc4ccc(C(=O)OC)o4)nn23)cc1	-3	0	-2	-8	3	2	6	-1	8	-2.1
O=C(COc1ccc(S(=O)(=O)N2CCCC2)cc1[N+](=O)[O-])N1CCCCC1	2	0	-5	-1	3	3	7	0	-8	-0.2
CSc1nccc(-c2sc(SC)c(C#N)c2-c2ccccc2)n1	-7	5	-1	-7	-5	-3	10	-5	3	-0.8

Three entries from above, ordered by the value under MBD2 DNA inh, descending:
SMILES	DDE Tn7 FP inh	UHRF1 MBD2 ctr	MBD2 DNA inh	SIAE primary	LEDGF integ inh	Tn6 DDE FP	TDP2 inh	TCR CD3 inh	PRMT1 FP inh	proKLK7 act
CC(C)CC(=O)N1CCN(C(=O)c2ccco2)CC1	-4	5	3	-2	2	0	-8	-5	-3	-0.3
CCC1(CC)N([O-])C(C)=C(c2ccccc2)[N+]1=O	-3	9	2	1	2	0	-4	-4	-1	-0.1
CCn1c(COc2c(C)cccc2C)nnc1SCC(=O)N1CCN(c2ccccc2)CC1	6	-1	-2	3	0	-4	-7	-4	-1	0.3

Continuation:
SMILES	DDE Tn7 FP inh	UHRF1 MBD2 ctr	MBD2 DNA inh	SIAE primary	LEDGF integ inh	Tn6 DDE FP	TDP2 inh	TCR CD3 inh	PRMT1 FP inh	proKLK7 act
CCN(CC)CC(O)c1cccn1-c1ccc(CNC(=O)NC(C)C)cc1 (stereo not given)	9	2	3	1	-2	0	0	-6	-2	-0.4
Cc1ccc(-c2nc(=S)c3c(n2Cc2cccnc2)CC(C)(C)OC3)cc1	4	1	2	-3	3	4	-5	-1	-2	-0.9
CC1CC(=O)N(CC(=O)Nc2ccc(F)cc2)c2ccccc2S1(=O)=O (stereo not given)	-1	2	10	1	-6	-12	-7	-2	4	-0.6
COC(=O)COc1ccc2oc(=O)cc(-c3cc4ccccc4o3)c2c1	-3	20	8	-21	2	-1	-5	-7	1	-1.9
COc1ccc(OC)c(Nc2nc(NCCC(C)C)nc(N)c2[N+](=O)[O-])c1	2	-2	3	-1	-3	0	1	8	-1	0.4
O=C(CSc1ccc(F)cc1)Nc1ccc(N2CCOCC2)c(Cl)c1	-3	1	2	-9	-8	-7	-15	-2	-2	0.3
Cc1ccccc1C(=O)N1CCC1(C)C(=O)NC(C)C (stereo not given)	-1	2	1	3	-3	-3	3	4	0	-0.3
Cn1c(-c2ccc(F)cc2)cc2onc(-c3c(F)cccc3Cl)c2c1=O	7	-1	-2	2	-1	-6	-3	6	-5	-0.4
COC(=O)C[C@H]1c2cc(F)ccc2S(=O)(=O)N1c1ccc(N(C)C)cc1	-7	-4	-3	8	-1	5	11	6	-1	0.5
O=C(C1CC(=O)N(c2ccc(F)cc2)C1)N1CCCCCC1 (stereo not given)	-5	0	-1	13	3	1	8	0	1	-0.7
O=C(Nc1ccncc1)c1cc(C2CCCCN2C(=O)CCCc2ccccc2)on1 (stereo not given)	4	0	-5	-2	3	0	4	0	-2	0.7
Cc1ccc(Nc2n[nH]c(C)c2[N+](=O)[O-])cc1C	-4	-2	-1	2	4	2	2	6	0	-0.1

Individual results from the entries so far:
Under UHRF1 MBD2 ctr, `COC(=O)C[C@H]1c2cc(F)ccc2S(=O)(=O)N1c1ccc(N(C)C)cc1` has the entry -4
Under DDE Tn7 FP inh, `Cc1ccc(-c2nc(=S)c3c(n2Cc2cccnc2)CC(C)(C)OC3)cc1` has the entry 4
